# PLK1 PBD block: PLK1 (human) polo-box domain binding inhibition; Plk1 PBD binding of FITC phosphopeptide, fluorescence polarization; Potency, µM, inactives show max response, negative = inhibition, hits mostly inhibitors; 360,000 compounds, 2.8% hits; AID 720504; note: potency is the fitted concentration of half-maximal effect; series mostly up to about 57 µM; % is set by controls: 0 for no effect and ±100 for the full control effect; nearly all actives have a fitted effect of over 65% in size
# EPAC1 ag: activates human EPAC1 exchange factor. O95398. EPAC1 agonist qHTS, biochemical assay; response scale: 100% = response to 6.5 mM cAMP. Potency, µM (highest dose often 154 µM), inactives show at the highest dose activation, actives largely listed as activators. 360,000 compounds, 0.073% hits. AID 720707; note: potency is the fitted concentration of half-maximal effect; nearly all actives have a fitted effect of over 60% in size
# Target sequence (O95398 whole entry, looked up): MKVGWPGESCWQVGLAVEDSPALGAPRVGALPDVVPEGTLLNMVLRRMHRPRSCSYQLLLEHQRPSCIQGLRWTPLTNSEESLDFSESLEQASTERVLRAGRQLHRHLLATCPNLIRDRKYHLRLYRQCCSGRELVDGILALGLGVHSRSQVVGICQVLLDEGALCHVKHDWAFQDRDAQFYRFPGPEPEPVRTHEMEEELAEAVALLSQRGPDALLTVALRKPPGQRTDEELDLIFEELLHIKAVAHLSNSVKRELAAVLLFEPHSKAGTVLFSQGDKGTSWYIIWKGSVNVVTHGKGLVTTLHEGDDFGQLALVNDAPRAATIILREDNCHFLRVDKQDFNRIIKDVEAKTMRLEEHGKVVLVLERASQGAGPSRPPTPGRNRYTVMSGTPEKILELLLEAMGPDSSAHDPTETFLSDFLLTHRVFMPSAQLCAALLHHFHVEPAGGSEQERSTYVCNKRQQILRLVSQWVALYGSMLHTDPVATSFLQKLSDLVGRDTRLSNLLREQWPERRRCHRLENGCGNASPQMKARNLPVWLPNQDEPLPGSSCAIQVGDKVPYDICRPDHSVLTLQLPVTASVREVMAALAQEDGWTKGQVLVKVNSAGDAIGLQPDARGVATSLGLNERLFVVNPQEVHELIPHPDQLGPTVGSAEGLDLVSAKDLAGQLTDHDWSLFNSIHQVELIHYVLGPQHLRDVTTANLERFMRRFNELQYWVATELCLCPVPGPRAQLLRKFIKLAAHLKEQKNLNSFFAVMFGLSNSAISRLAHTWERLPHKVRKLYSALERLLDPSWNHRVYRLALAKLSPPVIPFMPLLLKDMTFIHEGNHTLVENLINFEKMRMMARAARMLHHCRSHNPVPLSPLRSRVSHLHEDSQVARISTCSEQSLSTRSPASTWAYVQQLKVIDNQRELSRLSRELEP
#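 Multi-concentration qHTS readout: loss of Rap1B-bound BODIPY-GDP fluorescence driven by 100 nM EPAC1 with excess GDP (50 uM), monitored kinetically at room temperature; agonist response expressed relative to 6.5 mM cAMP.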
# PI5P4Ka inh: PI5P4K alpha (human) kinase inhibition; PI5P4Kalpha enzyme, ADP-Glo luminescence, 60 min; hits give low values; max response, %; 330,000 compounds, 1.2% hits; active = max response of -50% or lower; inconclusive = between -30% and -50%; inactive = -30% or higher; note: value at the top dose of about 77 µM; % is set by controls: 0 for no effect and ±100 for the full control effect
#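 Enzyme plus substrate dispensed, test compounds pinned in, then ATP (5 microM final) added. After 60 min at RT, ADP-Glo reagent 1 for 45 min and reagent 2 for 30 min preceded luminescence imaging.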
# IL2 activator: activates IL-2 in a cell-based reporter assay; activation, % (series mostly up to about 46 µM); IL-2 activation reporter assay, cell-based qHTS; stimulated with anti-CD3/CD4/CD28 beads; in transgenic mouse T cells; 360,000 compounds, 0.065% hits; in the data active = activation above about 50%; inconclusive = mostly about 30% to 49%; note: 0% is about no effect
#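 Screening format: compound pinned onto unstimulated transgenic mouse T cells, 60 min incubation, then anti-CD3/anti-CD4/anti-CD28 bead stimulation for 18 hours at 37 degrees C, followed by EGFP and DsRed detection.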
# EPAC1 antag: blocks human EPAC1 exchange factor; O95398; EPAC1 GEF assay, Rap1b-BODIPY-GDP exchange fluorescence; Potency, µM (titrated, usually from 115 µM), for inactives: top-dose activity change, negative = inhibition, hits mostly inhibitors; 360,000 compounds, 0.14% hits;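 note: potency is the fitted concentration of half-maximal effect; plate controls were vehicle for no effect and positive control for full effect; nearly all actives have a fitted effect of over 50% in size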
# WRN inhibitor: WRN helicase (human) inhibition | 360,000 compounds, 0.46% hits | Q14191 | WRN helicase unwinding, fluorescent forked duplex, kinetic | Potency, µM (highest dose often 114 µM), for inactives: at the top dose activity change, negative = inhibition, usual class: inhibitors; note: potency is the fitted concentration of half-maximal effect; % is set by controls: 0 for no effect and ±100 for the full control effect; nearly all actives have a fitted effect of over 55% in size
#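 Enzyme (20 nM final) and test compound sit together 15 min at room temperature before substrate addition. Substrate is a single-forked duplex oligonucleotide (100 nM) labelled with fluorophore and quencher, with 2 mM ATP; helicase unwinding raises red fluorescence, read kinetically.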
# CCT modulator: changes cytosolic chaperonin activity; activity change, % (test concentration not listed), hits read low; AID 651819; 360,000 compounds, 0.3% hits; purified chaperonin ATPase assay, HTRF ADP detection, 30 min; in the data active = activity change below about -30%; note: % is set by controls: 0 for no effect and ±100 for the full control effect
#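 ATPase activity: ADP formed was measured by HTRF Transcreener (665/615 nm ratio) after 30 min at 37 deg C with 10 uM ATP. Compounds screened at one 76 uM concentration against 40 or 20 nM TRiC in Tris pH 7.4/KCl/MgCl2/DTT buffer.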
# EPAC2 agonist: activates human EPAC2 exchange factor. Q8WZA2. EPAC2 activation, biochemical qHTS; response scale: 100% = 6.5 mM cAMP response. Potency, µM (top dose mostly 154 µM), without a hit: at the highest dose activation, most hits filed as activators. 360,000 compounds, 0.079% hits. AID 720711; note: potency is the fitted concentration of half-maximal effect; nearly all actives have a fitted effect of over 50% in size
#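 In this primary screen, activation is scored as increased exchange of BODIPY-GDP from Rap1B by 100 nM EPAC2, with 50 uM GDP as competitor. Signal is normalized to the 6.5 mM cAMP agonist control.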
# The depositor's hits bear a star; ? = inconclusive; / = not tested or not shown; [ ] = another dose, or the depositor's remark. Unless noted, calls come from the whole dose curve; as a rule, active = well fitted curve in the direction sought with a large enough effect; inconclusive = small, poorly fitted or top-dose-only effect, or another doubt; inactive = no such curve, though single readings can be large; an effect the other way counts as inactive or inconclusive.
1. O=C(c1ccc([N+](=O)[O-])cc1[N+](=O)[O-])N1CCc2ccccc21
2. O=C(O)CC1(CC(=O)Nc2ccc(F)c(Cl)c2)CCCCC1
3. COc1ccc2nc(NC(=O)C34CC5CC(CC(NC(C)=O)(C5)C3)C4)sc2c1
4. Cc1ccc(NC(=O)N2CCCC2C(=O)NCC2CCCCC2)cc1 (stereo not drawn)
5. CC1(C(=O)NS(=O)(=O)c2ccc(C#N)cc2)CCN1C(=O)CC1CCCC1 (stereo not drawn)
6. O=C(O)C(c1ccccc1)N1C(=O)/C(=C\c2ccc(-c3ccc(Br)cc3)o2)SC1=S (stereo not drawn)
7. COC(=O)c1ccc(N2C(=O)CC(SCCN)C2=O)cc1 (stereo not drawn)
8. CC(=O)Nc1ccc(S(=O)(=O)N(CC(=O)O)Cc2ccccc2)cc1
9. Cc1nnc(SCC(=O)N2CC(=O)Nc3ccccc32)n1Cc1ccccc1
10. CCN(CC)S(=O)(=O)c1cc([N+](=O)[O-])ccc1N=Nc1c(O)[nH]c2ccccc12
assay / entry,1,2,3,4,5,6,7,8,9,10
PLK1 PBD block,1%,-7%,-17%,-4%,2%,-9%,-13%,0%,-12%,-1%
EPAC1 ag,3%,-3%,-3%,0%,3%,7%,3%,-5%,2%,4%
PI5P4Ka inh,0,7,-12,-2,0,?,1,0,0,-8
IL2 activator,-0.8,-2.6,-2.9,0.8,-0.3,2.5,0.5,0.0,-2.7,-0.3
EPAC1 antag,11%,2%,-16%,9%,0%,-6%,-5%,6%,-6%,-3%
WRN inhibitor,10%,-14%,5%,4%,-3%,?,0%,1%,-11%,-2%
CCT modulator,1.7,-1.2,-3.1,-0.3,0.4,-1.5,1.0,-0.8,-2.3,0.3
EPAC2 agonist,8%,-3%,16%,3%,-1%,-21%,6%,2%,0%,4%

11. CC(=O)NCCOc1nc(N(C)C)nc(N2CCCCC2)n1
12. N#C/C(=C\c1cccnc1)C(=O)NC1CCCCC1
13. CCOC(=O)C1=NNC(C(=O)c2ccc(OC)cc2)C1c1ccccc1 (stereo not drawn)
14. COc1cc(CNc2ncnc3c2ncn3[C@H]2CN(Cc3ccc(-c4ccccc4)cc3)C[C@@H](CO)O2)cc(OC)c1OC
15. O=C(c1cnc(N2CCN(c3ccccn3)CC2)c2ccccc12)N1CCN(c2cccc(Cl)c2)CC1
16. O=C(CSc1cccc[n+]1[O-])Nc1ccc(Br)cc1Br
17. CCCN(CCC(=O)Nc1ccccc1F)CC1CC1
18. CC(=O)Nc1cccc(N(C)C)c1
19. C=CCSc1nnc(NC(=O)c2cccc(S(=O)(=O)N(C)c3ccccc3)c2)s1
20. CCC(C)NC(=O)c1cc(CC(C)C)on1 (stereo not drawn)
assay / entry,11,12,13,14,15,16,17,18,19,20
PLK1 PBD block,-6%,7%,-1%,2%,1%,-4%,-1%,-6%,-16%,3%
EPAC1 ag,-1%,6%,11%,2%,9%,-4%,-7%,-3%,3%,-1%
PI5P4Ka inh,-1,-6,1,15,4,7,0,1,-12,-6
IL2 activator,-0.5,0.0,-0.6,-0.4,0.8,1.2,0.5,0.2,-0.3,-3.3
EPAC1 antag,0%,10%,2%,12%,-30%,-2%,8%,-13%,14%,11%
WRN inhibitor,8%,-7%[57.1 µM],-11%,-4%,1%,1%,-5%,1%,-1%,10%
CCT modulator,0.6,-3.5,-0.7,-0.7,1.3,-4.2,-3.7,-3.2,1.0,-0.1
EPAC2 agonist,15%,6%,10%,5%,1%,-1%,-7%,11%,-4%,4%

21. Cc1ccc2c(C)c(C(=O)N(C)Cc3nccn3C)oc2c1C
22. CSc1nc(N)nc(C(C)C)n1
23. O=[N+]([O-])c1ccc(Cl)cc1N1CCCC1
24. CC(=O)N1CCN=C1SCc1ccc(F)cc1
25. Cc1ccc(S(=O)(=O)NCC(=O)N2CCN(c3ccccc3F)CC2)cc1
26. COc1ccccc1NC(=O)c1nc[nH]c1C(=O)Nc1ccccc1OC
27. CCn1nc(C(=O)Nc2cccc(C(F)(F)F)c2)c(Cl)c1Cl
28. CC1CCCCC1NC(=O)CN1CCC(NC(=O)C(C)(C)C)CC1 (stereo not drawn)
29. Cc1nn(Cc2c(Cl)cccc2Cl)c(Cl)c1/C=C/C(=O)OCC(=O)NCC(F)(F)F
30. O=C(c1cc(-c2ccc(Cl)c(Cl)c2)on1)N1CCOCC1
assay / entry,21,22,23,24,25,26,27,28,29,30
PLK1 PBD block,-16%,1%,1%,-18%,-8%,?,-1%,-6%,-4%,-8%
EPAC1 ag,10%,-5%,-1%,-6%,0%,6%,-4%,-10%,-3%,2%
PI5P4Ka inh,-7,-3,2,-1,1,-3,10,-5,-3,10
IL2 activator,-1.6,0.4,2.0,1.3,0.1,2.3,-2.1,2.2,-0.1,0.6
EPAC1 antag,6%,4%,2%,-18%,-22%,-5%,9%,1%,2%,1%
WRN inhibitor,10%,2%,-2%,-5%,-11%,2%,-8%,11%,12%,-1%
CCT modulator,-1.2,0.2,1.5,0.0,1.8,-4.5,0.8,0.0,-1.2,-0.8
EPAC2 agonist,12%,0%,-1%,6%,1%,5%,-3%,1%,-20%,-3%

31. O=C(NCC1CCCO1)C(=O)N/N=C/c1cc(Cl)ccc1O (stereo not drawn)
32. O=C(Nc1ccc(Br)cc1F)C1CCCO1 (stereo not drawn)
33. Cc1ccc(NC(=O)CNC(=O)C2CCCCC2)nc1
34. CC(C)C(c1nnnn1Cc1ccc(F)cc1)N1CCN(C2CCCC2)CC1 (stereo not drawn)
35. COc1ccc(CNC(=O)CCn2c(=O)c3cccn3c3ccc(F)cc32)cc1
36. Cn1c(SCc2c(Cl)cccc2Cl)nnc1-c1ccc2nonc2c1
37. NC(=O)c1ccc(N2CCNC(=O)C2)c([N+](=O)[O-])c1
38. COc1ccc(C[C@H]2CN3C(=NC[C@@H]3Cc3ccccc3)N2CCNC(=O)c2ccc(C)c(Br)c2)cc1
39. S=c1[nH]nc(COc2ccccc2)n1/N=C/c1cccc(Br)c1
40. O=C(COC(=O)CCC(=O)c1ccc(Cl)cc1)NCc1ccc(F)cc1
assay / entry,31,32,33,34,35,36,37,38,39,40
PLK1 PBD block,-15%,-4%,-4%,-2%,27µM*,-1%,1%,?,30µM*,5%
EPAC1 ag,6%,3%,5%,-9%,15%,?,1%,-7%,19%,-4%
PI5P4Ka inh,-3,1,-2,-4,-4,-28,-4,0,-1,-9
IL2 activator,0.1,-0.4,-2.1,-1.2,-1.4,-4.4,-1.1,-3.3,1.8,-0.1
EPAC1 antag,9%,0%,3%,8%,13%,-10%,-1%,-7%,-6%,-1%
WRN inhibitor,1%,-3%,1%,14%,5%,-10%,-13%,-10%,7%,-12%
CCT modulator,-2.4,0.1,0.4,0.8,-1.6,-5.6,2.0,-3.8,-2.0,0.0
EPAC2 agonist,11%,3%,4%,1%,-1%,11%,-1%,11%,21%,-3%

# 3 compounds out of the list above, ordered by their value in IL2 activator, falling.
nr | SMILES | PLK1 PBD block | EPAC1 ag | PI5P4Ka inh | IL2 activator | EPAC1 antag | WRN inhibitor | CCT modulator
40 | O=C(COC(=O)CCC(=O)c1ccc(Cl)cc1)NCc1ccc(F)cc1 | 5% | -4% | -9 | -0.1 | -1% | -12% | 0.0
34 | CC(C)C(c1nnnn1Cc1ccc(F)cc1)N1CCN(C2CCCC2)CC1 (stereo not drawn) | -2% | -9% | -4 | -1.2 | 8% | 14% | 0.8
33 | Cc1ccc(NC(=O)CNC(=O)C2CCCCC2)nc1 | -4% | 5% | -2 | -2.1 | 3% | 1% | 0.4

# Remaining list, next part
41. O=C(CCNC(=O)c1ccco1)NCCc1c[nH]c2ccccc12
42. COc1cc(OC)cc(C(=O)N2CCN(C(=O)c3ccc(OC)c(OC)c3)CC2)c1
43. Cc1cccc(C)c1NC(=O)C(c1ccnc2ccccc12)N1CCN(CCN(C)C)CC1 (stereo not drawn)
44. O=C(Nc1ccc(F)cc1)Nc1ccc2c(c1)OCO2
45. COc1ccc(/C=N/n2c(COc3ccccc3)n[nH]c2=S)cc1OC
46. O=C(NNC(=O)c1cccs1)c1ccco1
47. CC1(Cc2ccccc2OC(F)(F)F)C(=O)Nc2c(Cl)ccc(Cl)c21 (stereo not drawn)
48. Cc1ccc(-c2nnn(CCC(=O)NC3CCCC3)n2)cc1
49. Cc1cc(NC(=O)CSc2nnc3c(C)cc4ccccc4n23)no1
50. CC12CCC(C(=O)Nc3ccc(Cl)cc3)([C@H](Br)C1=O)C2(C)C (stereo partly drawn)
assay / entry,41,42,43,44,45,46,47,48,49,50
PLK1 PBD block,8%,-10%,-8%,-5%,19µM*,-3%,4%,1%,-9%,-6%
EPAC1 ag,-2%,-4%,9%,1%,-6%,6%,-21%,6%,11%,9%
PI5P4Ka inh,1,6,7,1,-15,-6,0,/,/,3
IL2 activator,0.5,-0.6,1.2,0.5,-5.7,7.2,-0.7,0.2,5.3,-1.9
EPAC1 antag,-3%,-3%,-10%,-25%,2%,-15%,-20%,6%,-11%,-12%
WRN inhibitor,-12%,11%[57.1 µM],-4%,2%,5%,4%,4%,-2%,6%,-6%
CCT modulator,-0.7,-0.5,/,-2.4,2.6,-3.1,2.6,-2.9,0.6,1.4
EPAC2 agonist,-1%,-3%,0%,3%,12%,9%,-3%,9%,4%,14%

51. CCCCn1c(N)c(N(Cc2ccccc2OC)C(=O)C(C)C)c(=O)[nH]c1=O
52. CC(=O)c1ccc(NC(=O)C2=CC(c3ccc4c(c3)OCO4)=NS(=O)(=O)N2C)cc1
53. COc1ccc(NC(=O)C2Cc3c(-c4ccc5c(c4)OCO5)ccnc3O2)cc1 (stereo not drawn)
54. COc1ccnc(NCc2cccnc2)c1C#N
55. Cn1c(=O)c2c(nc(CN3CCCCC3)n2Cc2c(F)cccc2Cl)n(C)c1=O
assay / entry,51,52,53,54,55
PLK1 PBD block,-3%,7%,3%,-3%,-9%
EPAC1 ag,16%,-8%,3%,-2%,1%
PI5P4Ka inh,-1,-1,-29,/,0
IL2 activator,0.8,-0.4,-0.5,3.9,-2.0
EPAC1 antag,-1%,-6%,-5%,8%,-3%
WRN inhibitor,-6%,-7%,1%,3%,-5%
CCT modulator,-5.2,-0.2,1.9,-1.9,0.7
EPAC2 agonist,13%,11%,2%,8%,0%

# This is a subset. The share of hits here may be higher or lower than overall.
